NCI-60 one-dose screen, 48 h, at 10 µM unless noted. Numbers give growth in % (100 = growth as untreated, 0 = no growth, -100 = all killed).
BT-549: BT-549 breast cancer. 78,000 tested, 4.4% active. AID 1794793
HS 578T: HS 578T breast cancer; AID 1794788; 78,000 tested, 4.1% active
MDA-MB-231: MDA-MB-231 breast cancer. 81,000 tested, 5% active. AID 1794789
MALME-3M: MALME-3M melanoma | 78,000 tested, 5.8% active | AID 1794766
MCF7: MCF7 breast cancer. 82,000 tested, 6.3% active. AID 1794796
MDA-MB-468: MDA-MB-468 breast cancer | 78,000 tested, 8.5% active
T-47D: T-47D breast cancer. 79,000 tested, 5% active. AID 1794792
LOX IMVI: LOX IMVI melanoma. 79,000 tested, 7.4% active
The depositor's hits bear a star; . = not tested or not shown; [ ] = remark or other dose. The calls were made as follows: active = growth percent below 10; inactive = the rest.

SMILES	BT-549	HS 578T	MDA-MB-231	MALME-3M	MCF7	MDA-MB-468	T-47D	LOX IMVI
CCOc1ccc2c(c1)/C(=C\C=C\C1CC(C)C3CC(OCC)CCC3N1CC)CC(C)N2CC (stereo unspecified)	0.6*	64	14	-30*	3.1*	-37*	9.3*	16
CN(C)[C@@H]1C(=O)C(C(=O)NCc2nc3[nH]cnc(=S)c3[nH]2)=C(O)[C@@]2(O)C(=O)C3=C(O)c4c(O)cccc4[C@@](C)(O)[C@H]3C[C@@H]12	54	74	47	69	17	81	40	12
Cc1ccc2c(c1)nc(-c1ccccc1)n2CC(=O)N=Nc1c(O)[nH]c2ccccc12	67	86	92	84	72	77	39	83
Cc1ccnc(NS(=O)(=O)c2ccc(Nc3ccnc(SCC(=O)c4ccc([N+](=O)[O-])cc4)n3)cc2)n1	109	115	100	116	96	115	107	96
COc1ccc(C(=O)CSc2nc3ccccc3c(=O)n2CCc2ccccc2)cc1	108	93	90	87	97	.	86	92
COc1ccc2nc(N)nc(C)c2c1	66	58	94	52	73	28	51	96
CC(=O)Oc1c(C)c(C)c2c(c1C)CCC(C)(CCCC(C)CCCC(C)CCCC(C)C)O2 (stereo unspecified)	96	105	88	99	109	115	100	101
Oc1c(Br)cc(Br)c2cccnc12	48	68	54	65	42	42	.	37
Cn1ccnc1C(=O)/C=C/c1ccc(CC(=O)NC2CCCCC2)cc1	54	86	65	92	44	-6.7*	48	45
COc1cccc(CNc2cccc3cn[nH]c23)c1O	104	.	73	88	72	81	89	90
C=CC(=O)OCC(C)(C)COC(=O)C=C	104	118	88	91	104	93	94	98
CC(C)CC1C(=O)NC(=S)N1c1n[nH]c(=O)c2c1C(c1ccc(Cl)cc1)NN2 (stereo unspecified)	109	114	98	104	97	101	100	90

Random excerpt: 2 entries already listed, in no set order.
SMILES	BT-549	HS 578T	MDA-MB-231	MALME-3M	MCF7	MDA-MB-468	T-47D	LOX IMVI
CC(C)CC1C(=O)NC(=S)N1c1n[nH]c(=O)c2c1C(c1ccc(Cl)cc1)NN2 (stereo unspecified)	109	114	98	104	97	101	100	90
COc1ccc(C(=O)CSc2nc3ccccc3c(=O)n2CCc2ccccc2)cc1	108	93	90	87	97	.	86	92

More results follow:
SMILES	BT-549	HS 578T	MDA-MB-231	MALME-3M	MCF7	MDA-MB-468	T-47D	LOX IMVI
CC(C)n1cc(C2=C(c3cccc4ccccc34)C(=O)NC2=O)c2cc(Br)ccc21	93	46	91	122	76	44	90	1.1*
C=C(Br)C(C)N (stereo unspecified)	102	103	101	108	91	112	111	101
CCCCCCCCn1cc2c(N[C@H](C)c3ccccc3)ncnc2n1	111	99	99	103	92	117	112	117
CC(C)(C)OC(=O)CN1CCc2c(sc3ncnc(N/N=C/c4ccccc4Br)c23)C1	83	77	66	93	3.5*	88	47	54
Nc1ccc(CCc2ccc3ccccc3n2)cc1	89	.	95	124	.	107	106	111
O=C(C(c1ccccc1)C(O)c1ccccc1)N1CCOCC1 (stereo unspecified)	107	109	106	111	99	118	99	99
O=C1Nc2ccccc2/C1=C\c1ccccc1O	.	86	84	78	65	67	72	85
CNC(=O)c1cc(Oc2cccc3nc(Nc4ccc(Cl)c(F)c4)ccc23)ccn1	64	37	73	1.4*	76	51	51	60
c1ccc2c(c1)CCCc1nnc3nc4ccccc4n3c1-2	63	77	38	53	46	30	32	34
CN1C(=O)CCC2(c3ccccc3)CC=C(O)C=C12 (stereo unspecified)	105	108	103	91	95	108	89	94
CC(C)(C)c1cc(NC(=O)Nc2ccc(-c3cn4c5c(sc4n3)CCc3c[nH]cc3-5)cc2)no1	19	-10*	30	0.5*	-7.0*	23	19	-22*
Oc1ccc2ccccc2c1Cl	116	91	99	123	110	118	115	100

The final 2 entries of the section before are carried over, then new ones follow.
SMILES	BT-549	HS 578T	MDA-MB-231	MALME-3M	MCF7	MDA-MB-468	T-47D	LOX IMVI
CC(C)(C)c1cc(NC(=O)Nc2ccc(-c3cn4c5c(sc4n3)CCc3c[nH]cc3-5)cc2)no1	19	-10*	30	0.5*	-7.0*	23	19	-22*
Oc1ccc2ccccc2c1Cl	116	91	99	123	110	118	115	100
Cc1cc(NN=C(c2ccc(O)cc2)c2ccc(O)cc2)c([N+](=O)[O-])cc1[N+](=O)[O-]	91	71	60	100	32	93	33	25
COc1ccc(CCN2CCCN3C2=Nc2ccccc2S3(=O)=O)cc1	50	39	49	69	19	5.2*	45	28
OC(Cc1cccnc1)c1ccccc1 (stereo unspecified)	107	112	92	111	104	111	112	101
CC(=O)N1N=C(c2ccc(Nc3nc(Nc4ccc(F)cc4)nc(Nc4ccc(F)cc4)n3)cc2)CC1c1cccc([N+](=O)[O-])c1 (stereo unspecified)	102	97	85	91	88	.	80	88
O=C(/C=C/c1sc(Cl)nc1Cl)c1ccc(Br)cc1	97	94	90	84	28	63	91	5.3*
CC(C)CC(CC(C)C)=NNc1ccc([N+](=O)[O-])cc1[N+](=O)[O-]	.	86	91	112	88	103	.	99
O=C(CSSCC(=O)c1ccc(Cl)cc1)c1ccc(Cl)cc1	85	.	93	40	87	75	75	41
CCc1ccc(Nc2cc(C)c3ccc(O)cc3n2)cc1	88	88	31	18	64	-11*	55	48
CC(=O)Nc1ccc(NC(=O)CC(=O)Nc2ccc(NC(C)=O)cc2)cc1	101	87	104	103	94	105	97	105
Nc1ccc(Cc2ccccc2)cc1	104	87	88	110	102	.	106	83
O=c1[nH][n+](-c2nonc2-c2ccccc2F)no1	116	110	105	106	102	99	103	102
CSc1nc2c(c(=O)[nH]1)C(c1ccc(Cl)cc1)C1=C(N2)/C(=C/c2ccc(Cl)cc2)CC1 (stereo unspecified)	112	108	100	85	86	93	88	94
CCCCCCCCCCCC(=O)N1CCOCC1	95	101	99	98	100	96	148	96
CCc1ccc2c(c1)CCCC2(C)C	109	106	98	102	94	114	81	101
O=C1CC2CC=CCN2C=C1NC(=O)c1ccccc1 (stereo unspecified)	78	110	103	108	98	103	71	102
COCCc1n(Cc2ccc3ccccc3c2)c2ccccc2[n+]1Cc1ccc2ccccc2c1	-48*	-6.4*	-75*	-69*	-68*	-23*	-17*	-92*
CCCN1C(=O)C(c2ccccc2)C(=O)N2C1=C1CCCN1C(=O)c1ccccc12 (stereo unspecified)	99	98	104	96	100	110	89	98
CC(C)(C)OC(=O)CC1(O)CCCCC1	110	102	96	117	101	94	100	102
O=C(O)C1C=Cc2ccccc21 (stereo unspecified)	84	97	105	94	95	112	94	108
NNC(=S)NNc1ccccc1	108	99	72	.	97	109	99	92
O=C(NCc1cc(=O)n(-c2ccccc2)[nH]1)c1ccc(-c2ccccc2)cc1	91	106	107	101	90	117	94	96
COc1cccc(/C=C2/C[C@]3(C)[C@H]4CC[C@@H]5[C@@H](/C(C)=C\CC=C(C)C)CC[C@@]5(C)[C@]4(C)CC[C@H]3C(C)(C)C2=O)c1OC	112	95	96	95	88	97	88	97
CN=NN(C)C(=O)NC	117[100 µM]	106[100 µM]	112[100 µM]	96[100 µM]	84[100 µM]	100[100 µM]	97[100 µM]	.
COc1cc(-c2c(-c3ccccc3)noc2C(=O)Nc2ccc(OC(F)(F)Cl)cc2)c(OC)c2c1OCO2	96	95	94	101	96	98	91	95
Cc1ccc(Cc2cnc(NC(=O)c3cc(Br)cs3)s2)cc1	37	73	71	57	30	30	44	55
Cn1ccc(Cc2cnc(N)s2)n1	102	93	104	100	101	103	101	103
S=C(N/N=C/c1ccccc1SSc1ccccc1/C=N/NC(=S)Nc1ccccc1)Nc1ccccc1	51	79	53	92	37	86	65	21
CS(=O)(=O)CCNS(=O)(=O)c1ccc(-c2cnc(C3CC3)o2)cc1	92	95	89	93	85	74	78	96
N#C/C(=C\c1ccc(C(F)(F)F)cc1)c1cc2ccccc2[nH]1	94	104	93	103	77	97	90	100
Clc1ccc(C2CC(c3cccc(Nc4ccncc4)c3)=NN2c2ccccc2)cc1 (stereo unspecified)	-76*	84	75	-72*	4.9*	62	59	26
CCCCCCCSc1ncnc2c1ncn2C(=O)Sc1ccccc1	74	87	85	97	86	66	67	67
Nc1c(N)c2ccccc2c2ccccc12	112	104	85	110	98	103	104	101
O=C1COc2c1ccc(O)c2O	108	.	115	128	99	115	99	96
O=c1c2ccccc2nc(CN2CCCCC2)n1/N=C/c1ccccc1	104	108	100	97	94	92	94	100
O=C(Nc1c(Cl)cc(Cl)cc1Cl)ON=C1CCCCC1	113	99	101	101	102	97	99	.
COC(=O)C1=CCC(n2cnc3c(N)ncnc32)O1 (stereo unspecified)	114	110	98	108	120	.	102	96
Cc1cc(C(=O)Nc2ncc(Cc3cccc(C(F)(F)F)c3)s2)c2ccccc2n1	35	-0.6*	56	27	10	1.7*	12	13
N#CN=CN1CC=C(c2ccc(Cl)cc2)CC1	105	61	111	107	92	88	95	108
CNC(=S)N/N=C(/C)CCc1c(C)nn(C(=S)NC)c1C	.	.	104	104	83	93	62	91
COc1ccc2c(c1)CC/C(=C\c1cccnc1)C2=O	104	114	96	109	80	106	90	96
CC[C@H](Nc1nc(N)nc(C)c1C#N)c1nc2cccc(CN(C)c3ncc(C(=O)NO)cn3)c2c(=O)n1-c1ccccc1	35	8.0*	-13*	8.4*	11	-11*	-23*	-87*
C=C(C)[C@@H]1CC[C@]2(COC(=O)c3cccnc3)CC[C@]3(C)[C@H](CC[C@@H]4[C@@]5(C)CCCN(C(=O)c6cccnc6)C(C)(C)[C@@H]5CC[C@]43C)[C@@H]12	52	59	53	69	26	23	31	21
CCc1cccc(CC)c1OCCN(C)C	120	104	111	105	95	85	93	97
Cn1cc(-c2nonc2-c2c[nH]c3ccc(Br)cc23)c2cccnc21	94	76	69	86	65	51	49	83
O=S(=O)(NCCCNc1nccc(-c2c(-c3ccc(F)c(O)c3)nc3sccn23)n1)c1ccc(O)cc1	118	93	109	73	94	96	97	92
CN(C)Cc1cc(C(C)(C)CC(C)(C)C)ccc1O	100	106	97	100	95	100	86	95
COc1ccc(C2NC3=C(CCCC3)C(C#N)(C#N)C2(C#N)C#N)cc1 (stereo unspecified)	93	98	70	72	50	58	49	92
COC(=O)c1cc2c(=O)[nH]cc3c2c(n1)CCC3	108	109	106	99	94	98	92	104
NS(=O)(=O)c1ccc(NC(=S)NC(=O)c2ccc(OCc3ccccc3)cc2)cc1	111	95	105	93	97	92	107	92
Cc1nc(SCC(=O)NC2CCCC2)c2oc3ccccc3c2n1	94	103	92	124	84	83	92	67
CSc1nc2ncc([N+](=O)[O-])c(=O)n2[nH]1	104	103	108	101	97	.	100	101
O=C(Nc1nn2c(-c3cc(C(F)(F)F)cc(C(F)(F)F)c3)nnc2s1)C1CCCC1	.	22	-32*	10	6.7*	-17*	12	13
O=C(/C=C\c1ccccc1Cl)c1ccccc1	92	111	92	99	47	88	92	82
COC(=O)c1ccc2c(c1)nc(-c1ccc(Cl)cc1)n2-c1ccc(OC)cc1	106	104	88	111	88	96	107	85
S=C1c2ccccc2-c2ccccc21	102	99	102	106	96	111	95	96
CCOC(=O)c1cc(C(=O)c2cc(OC)cc(OC)c2)n2ccc3ccccc3c12	75	82	80	99	99	75	95	89
CC(=O)NC(=O)NC(C)=O	105	105	115	92	97	97	106	97
COc1cccc(C(=O)Nc2cccc(-c3cc(=O)c4c(OC)c(OC)c(OC)cc4o3)c2)c1	57	57	56	87	79	94	.	57
COc1cccc(C2C(=O)c3ccccc3-c3cn(Cc4ccccc4)c4cccc2c34)c1 (stereo unspecified)	.	118	80	97	96	114	78	92
COc1ccc(/C=C/C(=O)/C=C(O)/C=C/c2ccc(OC)c(OC)c2OC)c(OC)c1OC	89	91	91	99	.	75	71	69

Record cards, from the list above.
Shown for COc1cccc(C(=O)Nc2cccc(-c3cc(=O)c4c(OC)c(OC)c(OC)cc4o3)c2)c1 → BT-549 = 57; HS 578T = 57; MDA-MB-231 = 56; MALME-3M = 87; MCF7 = 79; MDA-MB-468 = 94; T-47D = .; LOX IMVI = 57
Shown for CSc1nc2ncc([N+](=O)[O-])c(=O)n2[nH]1 → BT-549 = 104; HS 578T = 103; MDA-MB-231 = 108; MALME-3M = 101; MCF7 = 97; MDA-MB-468 = .; T-47D = 100; LOX IMVI = 101

Just BT-549 and T-47D, for some of the entries so far:
| Compound | BT-549 | T-47D |
| --- | --- | --- |
| CSc1nc2ncc([N+](=O)[O-])c(=O)n2[nH]1 | 104 | 100 |
| COc1cccc(C(=O)Nc2cccc(-c3cc(=O)c4c(OC)c(OC)c(OC)cc4o3)c2)c1 | 57 | . |
| CC(=O)NC(=O)NC(C)=O | 105 | 106 |
| O=C(Nc1nn2c(-c3cc(C(F)(F)F)cc(C(F)(F)F)c3)nnc2s1)C1CCCC1 | . | 12 |
| COc1cccc(C2C(=O)c3ccccc3-c3cn(Cc4ccccc4)c4cccc2c34)c1 (stereo unspecified) | . | 78 |
| COC(=O)c1ccc2c(c1)nc(-c1ccc(Cl)cc1)n2-c1ccc(OC)cc1 | 106 | 107 |

Remaining list, next part.
SMILES	BT-549	HS 578T	MDA-MB-231	MALME-3M	MCF7	MDA-MB-468	T-47D	LOX IMVI
COc1ccc(C#N)cc1	96	91	103	105	96	104	116	102
Nc1c(C(=O)Nc2cccc3c2OCCO3)sc2nc3c(cc12)CN(Cc1ccccc1)CC3	70	66	66	68	28	39	68	53
CCOC(=O)CNC(=O)c1c(C)[nH]c(-c2nc3ccccc3[nH]2)c1C	106	87	89	89	90	86	102	99
O=C(N=Nc1c(O)n(Cc2ccccc2)c2ccccc12)c1cc(-c2ccccc2)on1	103	95	103	105	91	106	94	96
Cc1[nH]c(-c2nc3ccccc3[nH]2)c(C)c1C(=O)N1CCCCC1	92	82	86	90	90	98	93	101
O=C1C(=O)c2ccccc2C(O)=C1CCCCCCCCCCO	101	110	106	101	95	72	99	75
COc1cc(-c2cnco2)ccc1OCc1c(C)c(COc2ccc(-c3cnco3)cc2OC)c(C)c(COc2ccc(-c3cnco3)cc2OC)c1C	109	104	98	97	97	92	100	101
O=C(CN1C(=O)/C(=C\c2ccccc2)SC1=S)Nc1ncc(Cc2ccccc2)s1	107	96	104	106	94	110	99	98
NCCCNc1nc2ccccc2c2c(=O)c3cc(Cl)ccc3sc12	83	43	-83*	-38*	-75*	-19*	-6.8*	-90*
